Tb PFK block = blocks T. brucei phosphofructokinase | AID 485367 | actives 0.17% (n = 330,000) | T. brucei PFK, ADP-Glo luminescence | Potency, µM (doses to about 57.5 µM), inactives show at the top dose activity, negative = inhibition, usual class: inhibitors;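 note: potency is the fitted concentration of half-maximal effect; 0% = uninhibited 1x PFK enzyme wells and -100% = no-enzyme wells; nearly all actives have a fitted effect of over 60% in size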
Target sequence (O15648 whole entry, looked up): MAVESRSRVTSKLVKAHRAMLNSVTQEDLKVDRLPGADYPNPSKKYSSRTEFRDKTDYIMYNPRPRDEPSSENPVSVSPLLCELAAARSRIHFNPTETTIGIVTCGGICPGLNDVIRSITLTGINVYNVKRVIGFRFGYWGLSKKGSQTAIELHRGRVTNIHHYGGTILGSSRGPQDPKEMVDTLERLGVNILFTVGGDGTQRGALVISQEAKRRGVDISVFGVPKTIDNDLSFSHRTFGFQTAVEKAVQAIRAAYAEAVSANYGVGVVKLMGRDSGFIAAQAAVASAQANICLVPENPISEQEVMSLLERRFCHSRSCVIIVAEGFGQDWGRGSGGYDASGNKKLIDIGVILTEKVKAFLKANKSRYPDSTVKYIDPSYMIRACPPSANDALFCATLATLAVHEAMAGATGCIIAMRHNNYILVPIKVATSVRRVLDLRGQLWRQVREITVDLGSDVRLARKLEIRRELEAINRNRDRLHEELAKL
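ADP-Glo luminescence quantified ADP after 45 min at room temperature, with 1.25 nM T. brucei PFK, 0.1 mM ATP and 0.5 mM fructose-6-phosphate in pH 8.0 TEA buffer. qHTS titrations up to 57 µM; curves classified by quality.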
uPA surface inh = cell surface uPA generation inhibition; cell surface uPA generation assay, qHTS; Potency, µM (top dose mostly 38.3 µM), for the others: at the highest dose activity change, negative = inhibition, usual class: inhibitors; actives 0.31% (n = 330,000); AID 540303; active = well fitted inhibition curve with a large enough effect; inconclusive = small, poorly fitted or top-dose-only effect; inactive = no such curve, though single readings can be large or run the other way; tested in mouse RAW 264.7 cells; note: potency is the fitted concentration of half-maximal effect; % is set by controls: 0 for no effect and ±100 for the full control effect; nearly all actives have a fitted effect of over 55% in size
Coupling enz = inhibits coupling enzyme system, counter-screen for aldolase hits. coupling enzyme system counterscreen, AmpLite Red fluorescence. activity change, negative = inhibition, % at 58.2 µM, hits read low. AID 2472. actives 0.67% (n = 290,000); in the data active = activity change below about -30%; note: % is set by controls: 0 for no effect and ±100 for the full control effect
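Final compound at 57.5 uM, incubated 10 min at RT with coupling enzyme reagent (glyceraldehyde-3-phosphate), then 20 min with substrate and AmpLite Red detection. Fluorescence read at 525/598 nm; tests interference with the coupling assay, not aldolase inhibition.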
FLuc modulator = counter-screen for miR-21 project: firefly luciferase inhibitors or activators; P08659; purified FLuc, Km substrates, luminescence inhibition; Potency, µM (top dose mostly 57.5 µM), for the others: top-dose activity change, negative = inhibition, actives largely listed as inhibitors; actives 6.9% (n = 360,000); AID 588342;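 note: potency is the fitted concentration of half-maximal effect; plate controls were vehicle for no effect and reference inhibitor for full effect; nearly all actives have a fitted effect of over 55% in size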
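Biochemical qHTS of compounds, final roughly 60 µM downward over six points, against 10 nM purified firefly luciferase using Km concentrations of substrates (10 uM D-luciferin, 10 uM ATP) in Tris acetate pH 7.5 buffer; luminescence output.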
Rab9 prom act = Rab9 promoter activation | Huh7 Rab9 promoter-luciferase reporter, luminescence, 24 h | Potency, µM (series often up to 9.22 µM), without a hit: at the highest dose activation, negative = inhibition, usual class: activators | actives 2.8% (n = 320,000) | AID 485297; note: potency is the fitted concentration of half-maximal effect; % of control where 0% means no effect; nearly all actives have a fitted effect of over 60% in size
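Cell-based reporter: Huh7 stable for Rab9 promoter-driven luciferase, plated in reduced-serum medium with 10% FBS at 1500 cells/well, compound-treated 24 h at 37 °C, luminescence read after 10 min reagent.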
ELG1 genotox = genotoxicity induction in ELG1-luciferase HEK293T cells | HEK293T ELG1-luciferase reporter, luminescence, 16 h | actives 1.3% (n = 330,000) | AID 504466 | Potency, µM (titrated, usually from 46 µM), for inactives: at the top dose activity change, positive = activation, actives largely listed as activators; note: potency is the fitted concentration of half-maximal effect; % of control where 0% means no effect; nearly all actives have a fitted effect of over 60% in size
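Genotoxicity was scored as increased ELG1-luciferase reporter signal, measured by ONE-Glo luminescence (30 min, room temperature). Compound or vehicle exposure of the HEK293T reporter cells lasted 16 hr at 37°C.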
KCNH2 3.1 inh = blocks the human KCNH2 3.1 channel isoform; actives 0.95% (n = 340,000); activity change, % (tested at about 1.8 µM); U2OS KCNH2 3.1, thallium flux FluxOr; hits give low values;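 active = maximum activity change below -70%; inconclusive = maximum activity change from -70% to -50%; inactive = maximum activity change above -50%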;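 note: thallium influx rate constant from kinetic fluorescence after stimulation buffer; % is set by controls: 0 for no effect and ±100 for the full control effect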
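U2OS cells transduced with KCNH2 3.1 mutant virus (1.77 x 10^8 /mL, 4 h), plated overnight at 37 C, loaded 45 min with FluxOr dye plus Red40 quencher. Thallium flux rate constant from kinetic reads after stimulation buffer, normalised to controls.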
Giardia killer = Giardia lamblia killing. Giardia lamblia trophozoite viability. AID 540267. activity change, % at 7.66 µM, hits read low. actives 0.15% (n = 340,000); in the data active = activity change below about -80%; inconclusive = between about -30% and that limit;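 note: parasites exposed to compound for two days anaerobically before the ATP read; % is set by controls: 0 for no effect and ±100 for the full control effect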
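Each well holds 100 Giardia trophozoites and compound. After two days (48 hrs) at 37 deg C in anaerobic conditions, ATP is quantified by luminescence.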
NPC1 prom act = activates the NPC1 promoter; actives 2.4% (n = 320,000); Huh7 NPC1 promoter luciferase reporter, 24 h; Potency, µM (series often up to 9.22 µM), without a hit: at the top dose activation, hits mostly activators; AID 485313;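 note: potency is the fitted concentration of half-maximal effect; % of control where 0% means no effect; nearly all actives have a fitted effect of over 60% in size; reporter is driven by a mutant NPC1 promoter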
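NPC1 promoter–luciferase Huh7 cells; 24 h compound; luminescence.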
RORgamma inh = blocks mouse ROR gamma transcriptional activity; P51450; Drosophila S2 Gal4-RORgamma UAS-luciferase reporter, 20 h; Potency, µM (titrated, usually from 53.6 µM), without a hit: top-dose activity change, negative = inhibition, most hits filed as inhibitors; actives 5.4% (n = 310,000); AID 2551; note: potency is the fitted concentration of half-maximal effect; % is set by controls: 0 for no effect and ±100 for the full control effect; nearly all actives have a fitted effect of over 60% in size
Target sequence (P51450 whole entry, looked up, the tested form may be a part): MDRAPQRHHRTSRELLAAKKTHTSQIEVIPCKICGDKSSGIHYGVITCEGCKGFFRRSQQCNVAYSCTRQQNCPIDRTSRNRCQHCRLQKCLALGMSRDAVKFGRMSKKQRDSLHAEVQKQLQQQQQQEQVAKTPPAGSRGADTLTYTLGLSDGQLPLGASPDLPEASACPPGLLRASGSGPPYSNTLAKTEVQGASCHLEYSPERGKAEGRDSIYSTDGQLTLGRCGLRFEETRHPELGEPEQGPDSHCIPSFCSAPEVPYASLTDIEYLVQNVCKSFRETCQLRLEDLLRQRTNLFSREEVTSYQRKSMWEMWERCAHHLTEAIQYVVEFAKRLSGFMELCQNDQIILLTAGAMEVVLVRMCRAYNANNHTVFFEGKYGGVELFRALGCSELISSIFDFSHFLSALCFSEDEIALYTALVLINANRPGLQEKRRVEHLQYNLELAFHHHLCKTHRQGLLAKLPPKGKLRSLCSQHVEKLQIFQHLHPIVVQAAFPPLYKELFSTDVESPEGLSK
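Stable Schneider cell line, Gal4 DNA-binding domain fused to ROR gamma, UAS-luciferase. Cmpd 1 hr RT → CuSO4 700 uM final → 20 hr RT → luciferase reagent 10 min → luminescence.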
VP16 counter = Gal4-VP16 reporter inhibition counter-screen | Drosophila S2 Gal4-VP16 UAS-luciferase, luminescence, 20 h | Potency, µM (doses to about 53.6 µM), for inactives: top-dose activity, negative = inhibition, usual class: inhibitors | actives 3.5% (n = 310,000) | AID 2546;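 note: Gal4-VP16 expression switched on by copper sulfate through the metallothionein promoter; potency is the fitted concentration of half-maximal effect; % is set by controls: 0 for no effect and ±100 for the full control effect; nearly all actives have a fitted effect of over 50% in size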
An asterisk follows results filed as active; ? = inconclusive; nt = no result given; & = joins results of further samples; [ ] = dose if it differs, or a comment. Unless noted, calls come from the whole dose curve; as a rule, active = well fitted curve in the direction sought with a large enough effect; inconclusive = small, poorly fitted or top-dose-only effect, or another doubt; inactive = no such curve, though single readings can be large; an effect the other way counts as inactive or inconclusive.

SMILES	Tb PFK block	uPA surface inh	Coupling enz	FLuc modulator	Rab9 prom act	ELG1 genotox	KCNH2 3.1 inh	Giardia killer	NPC1 prom act	RORgamma inh	VP16 counter
CC(=O)c1ccccc1OCC(O)CN1CCN(C(c2ccccc2)c2ccccc2)CC1 (stereo not given)	3%	0%	-1	10%	-7%	-5%	-85*	2	4%	-8%	?
CCOC(=O)C1CCCN(c2c(N3CCOCC3)c(=O)c2=O)C1 (stereo not given)	-1%	2%	1	2%	-6%	1%	21	31[activator]	2%	-11%	-4%
CCCCOc1ccc(C(=S)N2CCC(C(N)=O)CC2)cc1	3%	-3%	2	24µM*	4.5µM*	?	10	5	?	14%	8%
N#Cc1ccc(OCC(=O)NC(=O)NC2CCS(=O)(=O)C2)cc1 (stereo not given)	-2%	6%	nt	-1%	-3%	2%	13	-17	-3%	nt	nt
Clc1ccc(-[n+]2c(-c3cccc(Br)c3)[nH]c3nc4ccccc4nc32)cc1	-2%	7%	-1	1%	-2%	-8%	7	-3	-6%	-10%	-8%
O=S(=O)(c1ccc(-c2cc(C(F)(F)F)on2)s1)N1CCCC1	0%	4%	-2	-1%	-7%	-3%	-2	-5	0%	-2%	0%
Cc1ccc(-c2noc(CSc3ccccc3)n2)cc1	0%	1%	0	2.1µM*	1.8µM*	7.3µM*	-3	9	1.8µM*	?	2µM*
CCc1ccc(/C=C2\Oc3cc(OS(C)(=O)=O)ccc3C2=O)cc1	5%	8%	-1	?	-1%	1%	nt	-7	-2%	37%	-7%
Cc1nc(SCC(=O)Nc2ccc(F)cc2)c2oc3ccccc3c2n1	1%	-3%	4	3%	-3%	9%	16	0	-2%	-25%	5%
CN(Cc1nc(-c2cccnc2)no1)S(=O)(=O)c1ccccc1	2%	0%	5	5%	0%	6%	-10	7	-3%	35%	4%
O=C1C=C(NC2CCCC2)CC(c2ccccc2)C1 (stereo not given)	0%	-14%	8	1%	-1%	-1%	6	17	-18%	-3%	2%
CC(=O)N1N=C(c2ccc(C)o2)CC1c1ccc(F)cc1 (stereo not given)	12%	0%	0	-1%	5%	2%	4	3	4%	1%	5%
O=C1Nc2ccccc2N=C(c2ccccc2)c2ccccc21	0%	-1%	3	?	5%	4%	-17	-2	15%	35%	-12%
CC(NC(=O)C1CCN(C(=O)[C@@H]2Cc3ccccc3CN2)CC1)c1ccccc1 (stereo not given in full)	-16%	9%	-3	-1%	6%	0%	-6	-3	-1%	-13%	2%
O=S(=O)(NCCN1CCOCC1)c1cccc(C(F)(F)F)c1	3%	10%	0	5%	-2%	1%	-10	1	1%	-2%	-7%
O=C(O)Cc1csc(NC(=O)CSc2nnnn2-c2ccc(O)cc2)n1	-1%	1%	-3	1%	0%	-1%	6	8	-1%	-19%	-7%
O=S(=O)(c1ccccc1)N1CN(c2ccc(F)cc2F)c2nc3ccccc3nc21	3%	8%	nt	nt	nt	0%	4	10	nt	nt	nt
Cc1ccc(-n2c(CNc3ccc(F)cc3)nnc2SCC(=O)N2CCOCC2)cc1	-1%	-1%	0	5%	-1%	-1%	-5	-19	0%	30%	-11%
COc1ccc(N2COC3c4cccc5cccc(c45)C32)cc1 (stereo not given)	0%	0%	-17	-13%	18%	-1%	6	-24	?	-32%	5%
COc1ccc(-n2c(O)c(C=Nc3ccccc3)c3ccccc3c2=O)cc1OC	14%	3%	3	-1%	-6%	4%	-23	-2	0%	-1%	?
O=C(c1ccc2ccccc2n1)N1CCN(c2ccccc2O)CC1	-4%	2%	-6	-19%	0%	0%	3	-16	15%	-4%	-5%
O=C(c1cc(S(=O)(=O)N2CCN(c3ccccc3)CC2)ccc1Cl)N1CCCC(C(F)(F)F)C1 (stereo not given)	-2%	-5%	nt	5%	-21%	?	-9	7	-13%	nt	nt
CCc1cccc(C)c1NC(=O)C1CCN(c2nn3c(=O)cc(C)nc3s2)CC1	1%	-5%	nt	2%&-1%	-2%	-2%	-10	20	-1%	-13%	1%
O=C(c1ccc(S(=O)(=O)NCC2CCCO2)cc1)N1CCN(c2cccc(Cl)c2)CC1 (stereo not given)	-1%	?	2	0%	-27%	-13%	4	-7	-7%	?	?
CCN(CC)c1ccc(C(=O)OCC(=O)Nc2cc3oc4ccccc4c3cc2OC)cc1	2%	2%	5	1%	2%	13%	3	25	-2%	-15%	-1%
Cc1nc(NC2=NCN(Cc3ccccc3)CN2)nc2ccccc12	3%	nt	-1	2%	3%	-5%	nt	nt	4%	-4%	-2%
COc1cc(C(=O)NC(=S)Nc2ccc3oc(=O)ccc3c2)cc(OC)c1OC	0%	0%	0	0%	-1%	0%	19	3	-1%	-18%	-6%
N#Cc1cccc(C(=O)N(CCc2ccccc2)Cc2cccs2)c1	-13%	1%	-1	1%	1%	-4%	3	4	-4%	-2%	-12%
O=C(c1ccc(=O)[nH]c1)N1CCCc2ccccc21	-3%	3%	3	-1%	4%[1.84 µM]	2%	2	?	-2%	0%	5%
COC(=O)c1ccc(NC(CC(C)C)C(=O)OC)c([N+](=O)[O-])c1 (stereo not given)	-14%	3%	0	-2%	-5%	0%	3	11	-2%	?	2%

Rab9 prom act, hit marks shown above
| structure | Tb PFK block | uPA surface inh | Rab9 prom act | NPC1 prom act | RORgamma inh |
| --- | --- | --- | --- | --- | --- |
| CCCCOc1ccc(C(=S)N2CCC(C(N)=O)CC2)cc1 | 3% | -3% | 4.5µM* | ? | 14% |
| Cc1ccc(-c2noc(CSc3ccccc3)n2)cc1 | 0% | 1% | 1.8µM* | 1.8µM* | ? |

Continued:
SMILES	Tb PFK block	uPA surface inh	Coupling enz	FLuc modulator	Rab9 prom act	ELG1 genotox	KCNH2 3.1 inh	Giardia killer	NPC1 prom act	RORgamma inh	VP16 counter
Cc1nn(C)cc1/C=N/NC(=O)Cn1cncn1	0%	2%	4	-3%	5%	0%	-4	-11	1%	0%	4%
CCC1Sc2ccc(S(=O)(=O)Nc3cc(OC)cc(OC)c3)cc2NC1=O (stereo not given)	0%	-7%	nt	2%	-1%	-4%	9	-15	1%	44%	-14%
CN(C)S(=O)(=O)c1ccc(C(=O)Nc2ccc(F)cc2F)cc1	-2%	-11%	-1	-9%	2%	-1%	-4	-27	8%	-15%	11%
COc1cccc(NC(=O)C2CCN(c3cnccn3)CC2)c1	3%	2%	-1	-10%	7%	-30%	8	9	7%	2%	1%
CC(C)(C)NCC(O)COc1cccc2c1CCC(=O)N2 (stereo not given)	-2%	17%	nt	2%	-2%	-7%	-5	11	4%	nt	nt
Cc1cc(NC(=O)CN(C)CC(=O)Nc2ccc(Cl)cc2)no1	0%	-4%	nt	nt	nt	-2%	-120*	-21	nt	nt	nt
C(=N\Nc1nc(-c2ccccc2)cs1)/c1ccncc1	-1%	3%	2	11µM*	?	6%	0	-14	3.2µM*	2%	28%
O=C(c1cc([N+](=O)[O-])ccc1N1CCCC1)N1CCCCC1	1%	2%	0	-1%	0%	0%	-2	1	-7%	-3%	17%
Cc1ccc(S(=O)(=O)N2CCOC2CNC(=O)C(=O)NCCN2CCOCC2)cc1 (stereo not given)	-3%	-6%	nt	-3%	0%	2%	-1	0	-6%	-14%	1%
CC(C)C(NC(=O)c1ccccc1)C(=O)N1CCCCCC1 (stereo not given)	-8%	4%	2	1%	0%	0%	21	-6	2%	-10%	1%
CC(/C=C/c1ccccc1)=N\Nc1nc(C)cc(C)n1	-2%	-1%	2	?	2%	-1%	-7	8	16%	0.45µM*	5µM*
NC(=O)C1(N2CCCCC2)CCN(Cc2nc(-c3cccs3)no2)CC1	-1%	11%	1	4%	-4%	-1%	-2	-29	-1%	16%	-21%
CCc1ccc(NC(=O)CN(c2ccc(OC)cc2)S(=O)(=O)c2c(C)nn(C)c2C)cc1	1%	2%	nt	0%	-4%	-2%	-27	4	-2%	13%	-3%
CCOc1ccc(NC(=O)C2CCN(C(=O)C3CC(=O)N(c4ccc(C)cc4)C3)CC2)cc1 (stereo not given)	0%	-6%	2	-2%	0%	-6%	2	7	0%	?	2%
O=C(CCN1CCN(c2ccccc2)CC1)NNC(=O)Cc1ccc(Br)cc1	-10%	3%	nt	6%	-2%	2%	-8	-18	-1%	nt	nt
CCN1C(=O)c2ccc(-c3nc4ccccc4c(=O)o3)cc2C1=O	-2%	-8%	1	-11%	5%	2%	22	-18	-2%	0%	-2%
Cn1c(=O)n(Cc2ccccc2)c(=O)c2c1nc(NCC1CCCO1)n2Cc1ccccc1 (stereo not given)	-7%	nt	-1	1%	-1%	-10%	-12	-1	-2%	0%	-2%
NS(=O)(=O)c1ccc(NC(=O)CSc2nnc3n2CCCCC3)cc1	-16%	3%	nt	nt	nt	0%	-16	-16	nt	nt	nt
CCCCn1c(N)c(N(CCC(C)C)C(=O)CCCc2nc3ccccc3s2)c(=O)[nH]c1=O	-5%	4%	1	0%	-3%	3%	-4	-1	1%	-1%	-2%

Source: PubChem BioAssay
